# HKDC1 inh – blocks human hexokinase HKDC1 activity; recombinant HKDC1, G6PDH/diaphorase resazurin coupled fluorescence; inhibition, % at 20 µM; 340,000 compounds, 0.16% hits;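 active = inhibition above about 35% when tested at 20 µM, limit read from the data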;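 also: plate controls were DMSO wells with enzyme for no effect and DMSO wells lacking enzyme for full effect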
#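 Test system: HK5 enzyme. Quantity: 5 µg/mL HK5 final. Reagent: glucose and ATP substrates. Schedule: 90 min reaction incubation at room temperature, dark. Technique: resazurin-to-resorufin fluorescence via G6PDH and diaphorase coupling, 525/613 nm. Control set: DMSO wells with and without enzyme mix.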
# PfG6PD inh – PfG6PD (Plasmodium falciparum) enzyme inhibition; PfGluPho enzyme, NADPH resazurin-diaphorase fluorescence; inhibition, % at 20 µM; 350,000 compounds, 0.78% hits;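 active = inhibition reaching at least a set limit at 20 µM in the primary screen, cut at about 59% in these data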;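 also: 0% = DMSO wells with substrate and 100% = DMSO wells lacking glucose-6-phosphate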
# SENP6 block – blocks the human protease SENP6. Recombinant SENP6 catalytic domain, aminoluciferin luminescence. inhibition, % at 10 µM. 330,000 compounds, 1.8% hits. AID 2599;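 active = inhibition above about 50% at the single tested dose, limit read from the data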;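 also: plate controls were DMSO wells with enzyme for no effect and DMSO wells lacking enzyme for full effect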
# SENP1 FRET inh – SENP1 (human) catalytic domain inhibition | recombinant SENP1 catalytic domain, CyPet-SUMO1-YPet FRET cleavage | inhibition, % at 10 µM | Q9P0U3 | 360,000 compounds, 0.21% hits;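 active = inhibition at least 30% at 10 µM, raw YFP signal under a set limit, fluorescence ratio 0.5 to 1.5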;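 also: 0% = enzyme with DMSO and 100% = no enzyme wells; some results filed as inactive read as strong as hits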
#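 system = hSENP1 catalytic domain, recombinant | reagent = SFCypet-SUMO1-SFYpet substrate at 25 nM | doses = one dose per compound, 10 µM, 0.5% DMSO | incubation = enzyme reaction for 50 min at room temperature, dark | measured by = FRET, CFP and YFP emission | controls = no-enzyme low, enzyme-DMSO high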
# SENP8 block-1 – inhibitors of human SENP8 protease; Q96LD8; recombinant SENP8, Nedd8 substrate fluorescence; inhibition, % at 20 µM; 360,000 compounds, 0.64% hits; AID 602440; in the data active = inhibition mostly above about 40%, no sharp cut-off; inactive = mostly below about 27%
# SENP7 block – inhibitors of human SENP7 protease; 330,000 compounds, 1.5% hits; recombinant SENP7, Z-RLRGG-aminoluciferin luminescence, 40 min; inhibition, % at 5 µM; Q9BQF6;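 active = inhibition above about 50% at the single test dose, limit read from the data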;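 also: plate controls were DMSO with enzyme for no effect and no enzyme buffer wells for full effect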
# NALP3 yeast inh – blocks the NALP3 inflammasome reconstituted in yeast | inhibition, % at 10 µM | Yeast reconstituted NLRP3/ASC/caspase-1, beta-gal luminescence, 24 h | 330,000 compounds, 0.39% hits | AID 2825;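 active = inhibition of 50% or more; inactive = inhibition below 50%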;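 also: plate controls were induced DMSO wells for no effect and uninduced yeast grown without galactose for full effect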
# SENP8 block-2 – blocks the human protease SENP8; AID 2540; Q96LD8; inhibition, % at 10 µM; purified SENP8, Z-RLRGG-aminoluciferin cleavage, luminescence; 330,000 compounds, 1.2% hits; in the data active = inhibition above about 50%
# Apaf1 inhib – human Apaf-1 inhibition | O14727 | reconstituted apoptosome caspase-3 activity, DEVD-Rh110 fluorescence | inhibition, % at 20 µM | 330,000 compounds, 0.71% hits | AID 489030; active = inhibition of at least 40% at 20 µM;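 also: plate controls were DMSO wells for no effect and DEVD-CHO caspase inhibitor wells for full effect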
# Target sequence (O14727 whole entry, looked up): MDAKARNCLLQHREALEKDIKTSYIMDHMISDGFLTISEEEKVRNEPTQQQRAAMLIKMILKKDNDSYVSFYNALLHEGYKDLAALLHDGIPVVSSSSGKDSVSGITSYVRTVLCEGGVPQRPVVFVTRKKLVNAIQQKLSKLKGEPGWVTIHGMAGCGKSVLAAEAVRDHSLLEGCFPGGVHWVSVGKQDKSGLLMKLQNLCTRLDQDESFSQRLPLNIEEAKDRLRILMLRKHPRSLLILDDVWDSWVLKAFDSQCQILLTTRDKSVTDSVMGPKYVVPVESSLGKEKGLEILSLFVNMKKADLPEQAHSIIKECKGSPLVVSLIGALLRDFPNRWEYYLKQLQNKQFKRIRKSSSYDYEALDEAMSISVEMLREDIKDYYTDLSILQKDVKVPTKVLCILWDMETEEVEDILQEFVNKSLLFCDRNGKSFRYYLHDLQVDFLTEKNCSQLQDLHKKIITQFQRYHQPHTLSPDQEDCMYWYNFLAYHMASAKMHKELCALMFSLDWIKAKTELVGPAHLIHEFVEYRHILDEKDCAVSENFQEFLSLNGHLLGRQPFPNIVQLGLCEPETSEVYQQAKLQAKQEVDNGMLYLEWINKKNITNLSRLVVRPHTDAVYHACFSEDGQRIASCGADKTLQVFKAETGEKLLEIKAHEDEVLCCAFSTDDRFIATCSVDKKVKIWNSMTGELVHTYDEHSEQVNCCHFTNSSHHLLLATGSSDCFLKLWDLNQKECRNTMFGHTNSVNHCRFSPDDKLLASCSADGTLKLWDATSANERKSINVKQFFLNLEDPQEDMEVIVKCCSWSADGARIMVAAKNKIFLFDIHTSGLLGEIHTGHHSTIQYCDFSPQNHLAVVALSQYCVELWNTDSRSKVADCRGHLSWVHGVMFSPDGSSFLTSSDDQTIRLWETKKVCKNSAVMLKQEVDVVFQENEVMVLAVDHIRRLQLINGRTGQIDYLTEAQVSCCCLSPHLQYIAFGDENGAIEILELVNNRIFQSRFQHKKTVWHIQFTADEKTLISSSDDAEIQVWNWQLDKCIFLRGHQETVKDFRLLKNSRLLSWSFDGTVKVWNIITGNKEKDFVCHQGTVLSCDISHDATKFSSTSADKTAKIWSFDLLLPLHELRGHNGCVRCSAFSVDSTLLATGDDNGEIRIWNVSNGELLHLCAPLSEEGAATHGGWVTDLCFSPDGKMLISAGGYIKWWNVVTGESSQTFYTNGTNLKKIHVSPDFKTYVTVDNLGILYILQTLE
#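 Assay system – apoptosome proteins · Medium – Hepes buffer, pH 7.5 · Also added – cytochrome c with DEVD-Rh110 · Timing – 30 min compound preincubation, 50 min activation, room temperature · Detection – Rh110 fluorescence, excitation 480 nm, emission 540 nm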
# * hit, by the source's call; i = inactive; / = not tested or not shown.
entry	SMILES	HKDC1 inh	PfG6PD inh	SENP6 block	SENP1 FRET inh	SENP8 block-1
1	O=C(NCCCSc1ccccc1)c1cc(Br)ccc1O	0	2	5	0	-343
2	O=C1CSC(=Nc2ccc(Cl)cc2)N1Cc1ccco1	-1	-9	-15	-1	17
3	COC(=O)C(C)(C)ONC(=O)Nc1ccccc1Br	-4	-13	1	0	18
4	O=C(O)c1cccc(N/N=C/c2cccc3ccccc23)c1	4	2	97*	-32	-35
5	O=C(N=C1SC2CS(=O)(=O)CC2N1c1ccc(F)cc1F)C1CC1 (stereo not drawn)	-6	6	0	1	12
6	O=C(Cn1cncn1)N/N=C/c1cccc(Cl)c1	-3	-21	-9	3	26
7	C[C@H]1CN([C@@H](C)CO)C(=O)c2cc(NC(=O)NC3CCCCC3)ccc2O[C@H]1CN(C)C(=O)Nc1ccc(C(F)(F)F)cc1	7	5	-7	2	-80
8	O=C(NCc1ccc(F)cc1)c1cc(-c2ccco2)on1	-2	3	14	-1	18
9	N#C/C(=C\c1ccccc1)C(=O)OCC(=O)N1CCCC1	-7	5	7	-4	1
10	COc1ccc2nc(SCCC(=O)O)cc(C)c2c1	3	-18	-3	2	-48
11	O=C(NCc1ccco1)c1ccccc1F	0	8	0	-3	3
12	CC(C)CCN(Cc1ccco1)S(=O)(=O)c1ccc(-c2ccc(=O)[nH]n2)s1	2	-2	-12	2	-7
13	COc1ccc(N=C(C)C2=C(O)CSC2=O)cc1	-4	-17	-4	-9	9
14	CCCCCC(=O)Nc1nc(C)c(-c2csc(Nc3cc(Cl)ccc3OC)n2)s1	1	6	8	-14	-190
15	COc1cc(OC)cc(-c2nnc(SCC(=O)N3CCCc4ccccc43)o2)c1	8	-4	-17	1	9

entry	SENP7 block	NALP3 yeast inh	SENP8 block-2	Apaf1 inhib
1	7	38	-4	21
2	-9	-55	-6	5
3	-2	15	-13	3
4	55*	15	95*	6
5	-12	18	-1	-3
6	2	19	-6	-4
7	6	17	1	16
8	0	35	-3	5
9	8	20	0	1
10	12	-7	-7	-8
11	5	8	-4	-8
12	0	40	-11	12
13	10	6	-5	-3
14	9	17	-8	-1
15	-3	18	-8	24

# More records follow.
entry	SMILES	HKDC1 inh	PfG6PD inh	SENP6 block	SENP1 FRET inh	SENP8 block-1
16	COC(=O)c1cc(C(=O)N2CCN(c3cccc(Cl)c3)CC2)cc([N+](=O)[O-])c1	12	-14	3	-2	0
17	CCN(CC)S(=O)(=O)c1ccc2c(c1)nc(SCC(=O)NC1CC1)n2-c1ccccc1OC	3	2	-9	0	43*
18	O=C(Cn1cnc2ccccc2c1=O)c1c[nH]c2ccccc12	-13	-17	8	2	21
19	CC(C)(C)OC(=O)[C@H](Cc1ccccc1)NC(=O)c1nc[nH]c1C(=O)N1CCN(c2ccccc2)CC1	0	21	-3	2	17
20	COc1ccc(NC(=O)C(=O)NCCO)cc1Cl	-3	16	-13	2	7
21	Cc1ccc(/C=N/NC(=O)C2CC(=O)N(c3ccccc3)C2)s1 (stereo not drawn)	-1	9	-4	-1	13
22	CCCNCC1C(Oc2ccc(Cl)cc2Cl)C(=O)N1c1cccc(C)c1C (stereo not drawn)	-4	20	-14	3	-3
23	Cc1c(NC(=S)N/N=C/c2ccc(Br)cc2)c(=O)n(-c2ccccc2)n1C	4	-8	-6	0	16
24	CCn1cnc2c([N+](=O)[O-])c(NS(=O)(=O)c3ccc(C)cc3)ccc21	-1	-14	-17	1	12
25	Cn1c(=O)[nH]c(=O)c2c1nc(NCCc1ccccc1)n2CC(O)COc1ccccc1 (stereo not drawn)	3	-7	-27	2	25
26	CCN(CC)CCn1c2ccccc2c2n[nH]c(=S)nc21	1	64*	-5	2	10
27	Nc1nc(=S)c2ncn(C3CCCCC3)c2[nH]1	3	49	/	2	-14
28	COc1ccc(C2/C(=C(/O)c3ccc4c(c3)CC(C)O4)C(=O)C(=O)N2CCCN2CCOCC2)cc1OC (stereo not drawn)	-8	4	0	-1	4
29	Cc1cc([N+](=O)[O-])nn1CC(=O)N1CCN(Cc2ccccc2)CC1	-4	-11	-3	1	13
30	COc1ccc(C=NCCC2(O)CC(C)N(C)CC2C)cc1 (stereo not drawn)	-4	-1	-7	-29	i

entry	SENP7 block	NALP3 yeast inh	SENP8 block-2	Apaf1 inhib
16	-1	2	0	5
17	2	9	4	14
18	5	2	-2	-6
19	4	3	2	31
20	3	1	-7	0
21	4	2	1	-15
22	-2	10	-6	0
23	-6	16	1	1
24	3	11	-10	-6
25	7	9	-5	23
26	-1	18	6	-5
27	/	/	/	/
28	-4	12	3	-1
29	4	0	0	1
30	-2	-5	0	1

# Other structures:
entry	SMILES	HKDC1 inh	PfG6PD inh	SENP6 block	SENP1 FRET inh	SENP8 block-1
31	Cc1c(NC(=O)COC(=O)Cn2cc(C(F)(F)F)ccc2=O)cccc1[N+](=O)[O-]	2	3	16	2	10
32	CC(=O)OC1(C(C)=O)CCC2C3CC4OC45CC(O)CCC5(C)C3CCC21C (stereo not drawn)	-3	-14	/	3	20
33	Cc1ccc(S(=O)(=O)N(CC(=O)N2CCN(c3ccccc3F)CC2)C2CCCCC2)cc1	0	7	-7	0	7
34	O=C(CSc1nnc(Cc2cccs2)n1Cc1ccco1)Nc1ccc(Br)cc1	-4	5	-14	1	25
35	CSCCC(=O)N1CCN(CC(=O)N2CCCC2)CC1	-6	0	-21	-2	14
36	Cc1nn(-c2ccccc2)c2sc(C(=O)N(CC(=O)NC(C)(C)C)Cc3ccco3)cc12	-3	0	18	-1	-6
37	Cc1cc(C(F)(F)F)c(C#N)c(SCC(=O)NC2CC2)n1	-11	-4	10	1	5
38	COc1ccccc1N=Nc1c(C)noc1C	-6	9	-2	2	24
39	Cc1ccc([N+](=O)[O-])cc1NC(=O)c1ccccc1	6	-14	2	0	17
40	Cc1cc(C)c(S(=O)(=O)NCc2ccc3c(c2)cc(C)n3C)c(C)c1	2	9	6	-11	-71
41	COc1ccc(S(=O)(=O)NCc2csc(-c3cccnc3)n2)cc1	-3	8	2	2	11
42	Cc1ccsc1/C=C1/SC(=O)N(CC(=O)N2CCCC2)C1=O	0	3	-5	0	10
43	CN(CCc1ccccn1)C(=O)c1cc(COc2ccc(F)cc2F)on1	-2	-11	-1	0	9
44	Cc1ccc(-n2cc(CN(C)Cc3nccn3C)c(-c3ccc(F)cc3)n2)cc1	-6	21	-17	1	16
45	Cn1c(=O)c2c(n(C)c1=O)=NC1(CCCCC1)ON=2	-8	-1	-20	1	12

entry	SENP7 block	NALP3 yeast inh	SENP8 block-2	Apaf1 inhib
31	2	9	-6	-7
32	/	/	/	/
33	7	-2	1	10
34	-4	11	0	11
35	2	3	1	4
36	13	15	5	17
37	8	14	4	-20
38	4	31	-1	2
39	4	28	2	11
40	2	10	6	44*
41	-2	0	0	2
42	0	13	-5	7
43	9	10	3	13
44	7	27	-1	22
45	-2	5	-3	3

# (listing goes on)
entry	SMILES	HKDC1 inh	PfG6PD inh	SENP6 block	SENP1 FRET inh	SENP8 block-1
46	O=C(NC12CC3CC(CC(C3)C1)C2)c1cc(F)c(F)cc1Cl	0	7	7	-1	15
47	CC1CCN(S(=O)(=O)c2ccc(S(=O)(=O)NCc3ccccc3)cc2)CC1	3	1	-10	4	15
48	Cc1noc(C)c1COC(=O)CCc1nc2ccccc2s1	-6	-3	-3	-1	16
49	Cc1nc(NC(=O)c2ccco2)sc1C(=O)O	2	-9	/	-10	-32
50	CC(Oc1ccccc1F)c1nnc(SCC(=O)N(c2ccccc2)C2CCS(=O)(=O)C2)o1 (stereo not drawn)	2	2	-7	2	4
51	O=C1c2ccncc2C(=O)N1Cc1cccc(Cl)c1	-5	-4	-3	1	8
52	O=C(CSc1ccsc1[N+](=O)[O-])Nc1cc(F)ccc1F	-1	-3	/	2	8
53	O=C(O)c1ccccc1C(=O)c1ccc(-c2ccccc2)cc1	0	-17	1	5	18
54	CCOC(=O)c1cc(C#N)c(N2CCN(C(=O)c3cccc(C(F)(F)F)c3)CC2)nc1C(F)(F)F	-3	0	-49	0	-155
55	Cc1cc(NC(=O)CCC(=O)N(Cc2cccs2)C(C)(C)C(=O)NC2CCCCC2)no1	-5	-7	-5	1	8
56	COc1ccc(NC(=S)N2CCC(C(=O)N3CCCCCC3)CC2)cc1	-4	4	-15	2	3

entry	SENP7 block	NALP3 yeast inh	SENP8 block-2	Apaf1 inhib
46	8	17	4	-9
47	4	8	4	-18
48	0	18	-4	0
49	/	/	/	/
50	12	0	0	0
51	4	6	2	-6
52	/	/	/	/
53	-8	2	-6	7
54	-4	9	-4	8
55	10	8	-2	-6
56	9	29	-10	-16

# Assay outcomes deposited in PubChem BioAssay by Sanford-Burnham Center for Chemical Genomics.
